# DYRK1A inh: inhibitors of rat Dyrk1A kinase. Q63470. ADP-Glo luminescence, NFATc1 peptide. inhibition, % at 12.5 µM. 310,000 tested, 0.43% active; in the data active = inhibition above about 50%;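 also: plate controls were vehicle with enzyme for no effect and no enzyme for full effect; many of its hits are not listed in these tables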
# GSK3A inh: blocks human GSK-3 alpha kinase. P49840. ADP-Glo luminescence, 60 min. inhibition, % at 10 µM. 320,000 tested, 0.1% active. AID 2650;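 in the data active = inhibition above about 50%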;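 also: GST-tagged GSK-3 alpha with peptide substrate and 25 µM ATP; 0% = DMSO neutral wells and 100% = GW8510 positive control wells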
# Target sequence (P49840 whole entry, looked up): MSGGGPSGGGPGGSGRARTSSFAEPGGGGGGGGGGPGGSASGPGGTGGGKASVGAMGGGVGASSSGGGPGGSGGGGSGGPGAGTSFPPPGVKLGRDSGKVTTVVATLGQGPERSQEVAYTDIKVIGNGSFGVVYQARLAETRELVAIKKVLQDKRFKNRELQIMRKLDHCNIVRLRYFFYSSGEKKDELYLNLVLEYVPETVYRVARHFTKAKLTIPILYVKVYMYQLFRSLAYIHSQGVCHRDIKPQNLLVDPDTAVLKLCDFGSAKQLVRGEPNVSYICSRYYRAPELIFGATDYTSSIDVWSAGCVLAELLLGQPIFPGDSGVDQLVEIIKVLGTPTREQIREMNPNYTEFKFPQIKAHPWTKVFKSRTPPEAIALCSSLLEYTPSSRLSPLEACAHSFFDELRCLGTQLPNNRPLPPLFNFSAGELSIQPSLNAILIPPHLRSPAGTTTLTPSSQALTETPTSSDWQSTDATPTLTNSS
# * hit, by the source's call.
SMILES,DYRK1A inh,GSK3A inh
CCC(=O)NC(c1cc(Cl)c2ccccc2c1O)C1CC1 (stereo not given),-7,0
CCCn1nc(C(=O)NC2CCCCCC2)c2ccccc2c1=O,1,0
CS(=O)(=O)c1ccc(Cl)c(NC(=O)CN2CCCC2c2ccc3c(c2)OCCCO3)c1 (stereo not given),9,0
COc1ccc(C(=O)N[C@H](C(=O)NCCCn2nc(C)cc2C)C(C)C)cc1,-5,-4
CC(OC(=O)c1ccccn1)C(=O)Nc1nc(-c2ccc(F)c(F)c2)cs1 (stereo not given),-1,-8
O=C(CN1C(=O)NC2(CCc3ccccc32)C1=O)NCc1ccccc1Cl (stereo not given),-3,1
Cc1ccc2c(c1)C1CN(C)CCC1N2S(=O)(=O)c1cccc(C(F)(F)F)c1 (stereo not given),0,11
O=C(Cn1nc(C(=O)O)c2ccccc2c1=O)Nc1cc(C(F)(F)F)ccc1-n1cncn1,2,-2
Cc1cccc(OCC(=O)NNC(=O)CCN2CCN(c3ccccc3)CC2)c1C,-1,-1
NC(=O)Nc1ccc(C(=O)N2CCN(S(=O)(=O)Cc3ccccc3)CC2)cc1,-2,9
CC(Sc1nc(N)cc(=O)[nH]1)C(=O)NCC(=O)Nc1ccc(F)c(F)c1F (stereo not given),0,-3
NC(=O)C1CCN(c2nc(-c3cc4ccccc4o3)cs2)CC1,9,2
Cc1ccc(C(=O)Nc2ccccc2N2CCCC2)s1,-5,-1
O=C(O)c1cc(S(=O)(=O)Nc2ccc3cn[nH]c3c2)ccc1Br,38,13
O=C(Cc1cccc(NC(=O)C2CCN(C(=O)C3CCC3)CC2)c1)Nc1cccc(C(=O)N2CCCC2)c1,1,-1
CN(CC(=O)NCCCn1ccnc1)S(=O)(=O)c1ccc(Cl)cc1,7,0
CN(C/C=C/c1ccccc1)Cc1cccc2ccccc12,6,0
COc1ccc([C@H]2CC(=O)C=C(c3ccc(SC)cc3)C2)cc1OC,-11,-2
C#CCOCCOCCOCCNc1nc(N2CCN(C(=O)Cn3cc(CCCN=C(N)N)nn3)CC2)nc(N2CCN(C(=O)[C@H]([C@@H](C)O)n3cc(CCCCN)nn3)CC2)n1,0,-1
CCN1CCN(C(=O)C(C)Sc2nc3nc(C)cc(C)n3n2)CC1 (stereo not given),-1,2
COc1ccc(OCC(=O)N2c3ccccc3CC2C)c([N+](=O)[O-])c1 (stereo not given),7,-4
COCCN(Cc1nnc(-c2cccs2)o1)C(=O)c1cccc(S(=O)(=O)N2CCOCC2)c1,-1,2
O=C(C[C@H]1C/C=C\C[C@@H](Cc2ccc(F)cc2)C(=O)OC[C@H]2CCCN2C1=O)N[C@@H](CO)Cc1ccccc1,-19,-2
Cc1ccc(C(=O)OCC(=O)NCCc2ccc(F)cc2)cc1S(=O)(=O)N1CCOCC1,-1,-1
CCCSc1ccc([C@@H]2[C@H]3C(=O)N(CC)C(=O)[C@H]3[C@]3(C(=O)OC)CCCN23)cc1,6,1
C[C@H]1CN=C(Nc2ccccc2)N1CCc1ccccc1,26,1
CCOc1cc(-c2sc(Nc3ccc(CC)cc3)n[n+]2-c2ccccc2)ccc1OC,1,1
O=C1CN(S(=O)(=O)c2cc(C(F)(F)F)ccc2Cl)CCN1,6,3
O=C(COC(=O)c1ccc(F)cc1F)NC(=O)Nc1ccc2c(c1)OCCO2,1,13
CCC1(c2ccc(F)cc2)NC(=O)N(CC(=O)N2c3ccccc3NC(=O)CC2C)C1=O (stereo not given),8,0
COc1cc(OC)cc(-c2c(C#Cc3ccsc3)c3cc(-c4ccc5c(c4)OCO5)ccc3n2C)c1,0,0
O=[N+]([O-])c1cc(S(=O)(=O)N2CCOCC2)ccc1OCc1cccc(Cl)c1,-4,-12
Cc1ccc(C)c(S(=O)(=O)/N=C(/Nc2ccccc2)c2ccccc2)c1,-3,-5
CC1CCN(C(=O)CNC(=O)c2ccc(Br)o2)CC1,5,-2
O=C(C1CCN(S(=O)(=O)c2ccccc2F)CC1)N1CCc2ccccc21,-2,-3
CC(=O)C[C@H](O)CC(=O)[C@@H]1OC(=O)CCCCCCCCc2ccccc21,7,0
CC1CCN(C(=O)c2[nH]cnc2C(=O)N2CCN(c3ccccc3)CC2)CC1,2,-2
O=C(Nc1ccc(Cl)cc1)c1nc[nH]c1C(=O)N1CCc2ccccc2C1,8,-2
Cc1ccc(CN2CC(C(=O)NCCC3=CCCCC3)CC2=O)cc1 (stereo not given),7,-4
Cc1cccc(N2CCN(C(=O)[C@H](C)N3C(=O)C4CC=CCC4C3=O)CC2)c1C (stereo not given in full),0,4
Cc1ccccc1NC(=O)C1CCCN1S(=O)(=O)c1ccccc1C(F)(F)F (stereo not given),4,1
N#Cc1cccc(NC(=O)COC(=O)c2cc(S(=O)(=O)Nc3ccccc3Cl)ccc2O)c1,0,0
COc1ccc(S(=O)(=O)N2CCCCC2)cc1NC(=O)c1ccc(Cl)nc1,1,0
COc1ccc(NC(=O)COC(=O)CN2C(=O)C3CC=CCC3C2=O)c([N+](=O)[O-])c1 (stereo not given),2,-2
Cc1ccccc1NC(=O)Cc1nc(COC(=O)Cc2ccccc2F)cs1,1,0
NS(=O)(=O)c1cccc(NC(=O)CSc2nnc(-c3ccccc3)o2)c1,-5,3
O=C(CSc1nnc(-c2ccccc2)c(-c2ccccc2)n1)NCC1CCCO1 (stereo not given),0,-2
CCc1ccc(N=Nc2ccc(O)c3[nH]cnc23)cc1,3,-2
CCOc1ccc(NC(=O)CN(C)C(=O)c2ccc(COc3ccccc3)cc2)cc1OCC,-2,2
CCOc1ncccc1C(=O)OCC(=O)Nc1ccc(Cl)cn1,0,4
COC(=O)C1=C(C)N(Cc2ccccc2)C(=NCCc2c[nH]c3ccccc23)N[C@H]1c1ccccc1,1,4
CCN1C(=O)[C@H]2[C@@H](c3ccc(-c4cc(C(C)=O)cs4)cc3)N3CCC[C@@]3(C(=O)OC)[C@H]2C1=O,14,-4
Cc1noc(C)c1COc1ccc(C(=O)N2CCN(c3ccccc3O)CC2)cc1,4,1
O=C(CNC(=O)c1ccc2ccccc2c1)NC1CCCCC1,4,-1
COc1ccc2c(COC(=O)CNS(=O)(=O)c3ccc(C)c(C)c3)cc(=O)oc2c1,0,16
COc1ccc(-c2c(-c3ccccc3OC)sc3ccccc23)cc1C=O,1,-2
CC[C@@H](C)[C@@H]1CN([C@@H](C)CN2CCC[C@H]2CN2C(N)=NC[C@@H]2Cc2ccccc2)C(=N)N1CCc1ccc(Cl)c(Cl)c1,11,18
COc1ccc(S(=O)(=O)Nc2ccc3c(c2)C(=O)N([C@@H](C)CO)C[C@H](C)[C@H](CN(C)S(=O)(=O)c2ccc(F)cc2)O3)cc1,2,-3
O=C(NCc1ccc(OC(F)(F)F)cc1)c1cccc2c1C(=O)c1ccc(N3CCC(Cc4ccccc4)CC3)cc1S2(=O)=O,8,-4
C#CCOCCOCCOCCNc1nc(N2CCN(C(=O)CCCCCCCCCCNC(=O)[C@@H]([C@H](C)O)n3cc(C)nn3)CC2)nc(N2CCN(C(=O)CCCCCCCCCCNC(=O)[C@@H]([C@H](C)O)n3cc(C)nn3)CC2)n1,5,-3

# (more compounds)
SMILES,DYRK1A inh,GSK3A inh
C[C@H]1COC(=O)[C@H](Cc2ccc(F)cc2)C/C=C\C[C@@H](CC(=O)NCCO)C(=O)N1,1,0
COc1ccc(N(Cc2ccccc2)S(=O)(=O)c2cccc(C(=O)Nc3ncccc3C)c2)cc1,0,0
O=C(Nc1ccc2c(c1)OCCO2)C1CCCC1,0,-1
Cn1c(SCC(=O)Nc2ccc3c(c2)OCCO3)nnc1C(F)(F)F,-8,-3
Cc1ccc(NC(=O)CCCc2nc3ccccc3c(=O)[nH]2)c(Cl)c1,5,1
O=C(COC(=O)/C=C/c1ccccc1)NC1CCCC1,-3,-3
O=S(=O)(c1cccc(-c2n[nH]c(=S)n2-c2cccc(C(F)(F)F)c2)c1)N1CCOCC1,-4,7
CC(C)(C)OC(=O)C[C@@H]1C/C=C\C[C@H](CC(=O)NCCO)C(=O)NC[C@H](c2ccccc2)OC1=O,-6,-1
CCOC(=O)c1cccc(NC(=O)c2ccc(-n3cnnn3)cc2)c1,-2,0
CC1(NC(=O)CCc2ccccc2)CCN(CCCc2ccccc2)C1=O (stereo not given),-13,-1
COc1ccccc1OCCNC(=O)C1CC(=O)N(Cc2ccccc2)C1 (stereo not given),-5,-3
COc1cc2oc(=O)ccc2cc1[C@H](O)[C@@H](O)C(C)(C)O,-13,-1
CN(C(=O)Cn1cnc2sccc2c1=O)C1CCCCC1,-5,-7
COC(=O)c1ccc(OCC(=O)NCCC2=CCCCC2)c(OC)c1,2,2
Cc1noc(C)c1S(=O)(=O)N(C)C[C@H]1Oc2ccc(NS(=O)(=O)c3ccccc3)cc2C(=O)N([C@H](C)CO)C[C@@H]1C,4,-2
CCOc1cc(N2CCOCC2)c(OCC)cc1NC(=O)C1CC(=O)N(c2ccccc2OCC)C1 (stereo not given),11,23
Cc1n[nH]c(=O)c2c(NC(=O)CSc3nncn3C(C)C)oc(C)c12,0,3
C[C@H](CO)N1C[C@H](C)[C@@H](CN(C)S(=O)(=O)c2ccccc2)Oc2c(NS(=O)(=O)c3ccc(F)cc3)cccc2C1=O,-1,0
COc1cccc(-c2ccc3c(c2)S(=O)(=O)c2cccc(C(=O)O)c2C3=O)c1OC,2,0
Cc1ccc(C(=O)NC(C)CCc2ccccc2)cc1S(=O)(=O)N1CCOCC1 (stereo not given),-4,-3
COc1cccc(-c2sc3ccc(OC)cc3c2-c2cc(F)cc(OC)c2)c1,-2,-2
O=C(COC(=O)Cc1ccsc1)Nc1cccc(F)c1,-2,3
CC(C)(C)OC(=O)N[C@H](/C=C/c1ccccc1)C(=O)OC(C)(C)C,-5,-3
CN(C(=O)c1ccc(NC(=O)C2CCN(C(=O)OC(C)(C)C)CC2)cc1)C1CCC1,-9,-1
CC(C)Oc1ccc(S(=O)(=O)N2CCCCC2)cc1NC(=O)C1CCCC1,2,3
O=C(OC1CCOC1=O)c1ccc(Cl)c(S(=O)(=O)N2CCOCC2)c1 (stereo not given),0,-6
O=C(N/N=C/c1ccccc1C(=O)O)c1cccc(S(=O)(=O)N2CCOCC2)c1,0,-4
N#Cc1ccc(-c2c(-c3ccccc3)ncc3cc(F)ccc23)cc1,7,0
Cc1c[nH]c2ccccc12,10,4
CCCCCCCCC(NC(=O)c1ccc(C#N)cc1)C(=O)NCCC (stereo not given),-14,-1
CC1(C(=O)OCC(=O)Nc2ccc(Cl)cn2)CC1(Cl)Cl (stereo not given),16,14
CCOc1ccc(S(=O)(=O)Nc2ccc(C(=O)NCC(c3ccc(OC)cc3)N3CCOCC3)cc2)cc1 (stereo not given),0,0
COc1cc2cc(CCOC(=O)N3CCCCC3)oc(=O)c2cc1OC,4,0
O=C(C[C@H]1C/C=C\CCC(=O)OC[C@H]2CCCN2C1=O)NCCO,-5,0
CN(CC(=O)Nc1ccccc1Cl)C(=O)COC(=O)c1ccc(-c2ccc(O)cc2)cc1,2,-1
COc1cccc(C2=CC(=O)C[C@H](c3ccc(Cl)cc3)C2)c1OC,6,-2
NS(=O)(=O)c1ccc(CNC(=O)c2cccc(S(=O)(=O)N3CCc4ccccc43)c2)cc1,1,1
CC1CN(C(=O)COC(=O)c2cc3ccccc3cc2O)CC(C)O1 (stereo not given),14,-3
O=C(O)c1cccc(S(=O)(=O)Nc2ccc(Oc3ccccc3)cc2)c1,-2,-2
CCOc1ccc(C(=O)NC(C(=O)NCC(c2cccs2)N(C)C)C(C)C)cc1 (stereo not given),-1,1
COc1ccc2c(c1)OC[C@H]1[C@H]2N2C(=O)c3cc(OC)ccc3NC(=O)[C@@]2(C)[C@H]1c1ccccc1,0,-1
O=C(Nc1ccon1)c1nc[nH]c1C(=O)NCc1ccccc1,-4,12
CN(C(=O)COC(=O)c1ccc2ccccc2n1)c1ccccc1,5,6
CCN(C(=O)CSc1nnnn1-c1ccc(OC)cc1)C1CCS(=O)(=O)C1 (stereo not given),2,0
CC(=O)Nc1ccc(S(=O)(=O)NCCC(=O)N2CCN(c3ccccc3Cl)CC2)cc1,5,-2
COc1ccccc1C(=O)NC(=O)CSc1nnc(N)s1,4,1
Oc1cc(O)c2c(c1)OC(c1ccc(O)c(O)c1)C(O)C2 (stereo not given),7,4
CCc1noc(C)c1C(=O)OCC(=O)Nc1ccc(F)cc1Cl,2,-5
CNC[C@H]1Oc2ccc(NC(=O)Cc3cn(C)c4ccccc34)cc2CC(=O)N([C@@H](C)CO)C[C@H]1C,0,-1
CN(CCOc1ccc(Cl)cc1)C(=O)c1ccccc1SCC(=O)N1CCCC1,0,2
CN(CC(=O)Nc1cccc(F)c1)C(=O)c1cccc2ccccc12,-3,-2

# A different layout for some results above:
SMILES | DYRK1A inh | GSK3A inh
O=C(Nc1ccon1)c1nc[nH]c1C(=O)NCc1ccccc1 | -4 | 12
CC1CN(C(=O)COC(=O)c2cc3ccccc3cc2O)CC(C)O1 (stereo not given) | 14 | -3
CCN(C(=O)CSc1nnnn1-c1ccc(OC)cc1)C1CCS(=O)(=O)C1 (stereo not given) | 2 | 0

# Ordered by length of the SMILES (ascending): part of the list above
SMILES,DYRK1A inh,GSK3A inh
COc1ccccc1C(=O)NC(=O)CSc1nnc(N)s1,4,1
Oc1cc(O)c2c(c1)OC(c1ccc(O)c(O)c1)C(O)C2 (stereo not given),7,4
O=C(O)c1cccc(S(=O)(=O)Nc2ccc(Oc3ccccc3)cc2)c1,-2,-2
CCOc1ccc(C(=O)NC(C(=O)NCC(c2cccs2)N(C)C)C(C)C)cc1 (stereo not given),-1,1
CNC[C@H]1Oc2ccc(NC(=O)Cc3cn(C)c4ccccc34)cc2CC(=O)N([C@@H](C)CO)C[C@H]1C,0,-1
COc1ccc2c(c1)OC[C@H]1[C@H]2N2C(=O)c3cc(OC)ccc3NC(=O)[C@@]2(C)[C@H]1c1ccccc1,0,-1

# Screening results: PubChem BioAssay, Broad Institute

# The list is partial; the hit share may differ from the screen's.
